# Ecoli viability: counter-screen for AddAB inhibitors: E. coli growth inhibition. E. coli V3065 growth, OD600 absorbance, 18 h. inhibition, % at 11.9 µM. 0.27% of 330,000 active. AID 449728;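 active means inhibition above the campaign's mean inhibition across all tested compounds plus 3 SD, cut at about 9.9% in these data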;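 further: uninfected addAB+ strain grown without phage in ampicillin broth; 0% = DMSO wells and 100% = ciprofloxacin 0.95 µg/ml wells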
# PfHsp90 yeast 2: growth inhibition of yeast expressing Plasmodium Hsp90 | 0.32% of 310,000 active | inhibition, % at 9.4 µM | S. cerevisiae expressing PfHsp90, BacTiter-Glo ATP, 48 h; yeast lacking PDR1 and PDR3 efflux regulators;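 active means every replicate shows inhibition above about 80%, whatever the replicate mean, limit read from the data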;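 further: 0% = DMSO neutral controls and 100% = 20 µM radicicol positive controls; yeast relying on Plasmodium falciparum Hsp90 in place of its own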
# Mot1-301 SUMO: blocks SUMOylation pathway, rescuing yeast Mot1-301 growth; S. cerevisiae Mot1-301 growth rescue, ATP luminescence, 38.5C; percent above DMSO median, 100 means doubled; 1% of 320,000 active; growth rescue, % at 18.8 µM; AID 2716;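 active means every valid replicate shows activation above 250% relative to neutral control wells; inactive means the rest, any valid replicate at or below 250%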;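 further: OY570 slx delta 5 strain wells were the positive control but not used for scaling; some compounds called inactive have numbers as strong as hits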
# MOR-DOR inv ag: mu-delta opioid heterodimer inverse agonism; cell-based MOR-DOR heterodimer luminescence; inhibition, % at 9.3 µM; 0.21% of 340,000 active; AID 504357; in the data active means inhibition above about 22%, passing the limit was not always enough;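 further: 0% = cells with DMSO and 100% = wells without cells with DMSO; values of inactives mirror those of a sister screen read the other way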
# phage Ecoli inh: E. coli growth loss with phage present; AID 651602; inhibition, % at 11.9 µM; 0.26% of 360,000 active; growth absorbance; in the data active means inhibition above about 11%
# Tat transport: E. coli Tat transport inhibition | E. coli MC4100 TorA-mCherry Tat export, fluorescence | inhibition, % at 10 µM | 0.036% of 340,000 active;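 active means mean replicate inhibition at least 50% and at least half of replicates individually reaching 50%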;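 further: exported cargo escapes ClpAP degradation while cytoplasmic cargo is degraded and loses fluorescence; 0% = median of neutral control wells and 100% = median of NaSCN control wells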
# Pemphigus Ab inh: blocks pemphigus antibody binding to human desmoglein-3. AID 588358. DSG3-coupled beads, scFv-anti-DSG3-GFP binding, flow cytometry; active compounds read low. binding (percent of control), % at 10 µM. 0.48% of 310,000 active;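 active means binding more than 3 SD below its plate's average and above zero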;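 further: hits lower antibody fragment binding to DSG3; some compounds called inactive have numbers as strong as hits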
# Target sequence (P32926 whole entry, looked up, the tested form may be a part): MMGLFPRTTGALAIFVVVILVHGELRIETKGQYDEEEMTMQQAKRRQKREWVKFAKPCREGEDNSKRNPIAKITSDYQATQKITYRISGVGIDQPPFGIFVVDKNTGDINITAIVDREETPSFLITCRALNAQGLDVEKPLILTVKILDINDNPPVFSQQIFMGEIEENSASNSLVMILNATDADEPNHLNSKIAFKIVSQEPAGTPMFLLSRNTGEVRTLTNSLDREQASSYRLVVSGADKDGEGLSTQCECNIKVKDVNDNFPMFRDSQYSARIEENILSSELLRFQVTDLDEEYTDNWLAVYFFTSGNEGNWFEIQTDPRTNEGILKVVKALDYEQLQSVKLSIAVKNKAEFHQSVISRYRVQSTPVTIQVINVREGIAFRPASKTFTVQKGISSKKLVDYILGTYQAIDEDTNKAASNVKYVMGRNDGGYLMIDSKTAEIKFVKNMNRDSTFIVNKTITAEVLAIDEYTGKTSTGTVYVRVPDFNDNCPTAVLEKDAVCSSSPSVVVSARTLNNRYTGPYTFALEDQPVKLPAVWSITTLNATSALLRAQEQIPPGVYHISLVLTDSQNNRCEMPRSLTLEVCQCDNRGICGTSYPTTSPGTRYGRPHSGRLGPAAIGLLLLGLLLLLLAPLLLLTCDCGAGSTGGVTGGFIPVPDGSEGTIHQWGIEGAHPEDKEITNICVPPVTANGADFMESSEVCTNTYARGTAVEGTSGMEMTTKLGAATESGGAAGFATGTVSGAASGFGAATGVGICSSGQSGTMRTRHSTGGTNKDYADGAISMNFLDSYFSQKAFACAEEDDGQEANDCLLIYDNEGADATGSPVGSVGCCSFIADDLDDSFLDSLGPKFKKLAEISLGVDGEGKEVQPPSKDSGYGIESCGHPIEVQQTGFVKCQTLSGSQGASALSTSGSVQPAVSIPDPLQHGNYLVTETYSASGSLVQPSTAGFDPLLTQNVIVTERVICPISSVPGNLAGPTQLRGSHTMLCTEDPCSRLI
# MOR-DOR ag: OPRM1-OPRD1 heterodimerization agonism. cells, luminescence. activation, % at 9.3 µM. 0.3% of 340,000 active. AID 504326; in the data active means activation above about 18%;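 further: 0% = vehicle-treated cells and 100% = reference agonist; values of inactives mirror those of a sister screen read the other way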
# AddAB inh: less growth of phage-infected E. coli with AddAB; E. coli expressing H. pylori AddAB, absorbance growth; inhibition, % at 11.9 µM; 0.29% of 330,000 active; in the data active means inhibition above about 12%;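 further: 0% = vehicle wells of infected cells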
# Arr AP2 block: inhibitors of human beta-arrestin and AP2 interaction; FITC-arrestin peptide / GST-AP2 beads, flow cytometry; AP2 beta2 appendage carries R879A mutation; inhibition, % at 10 µM; 0.31% of 340,000 active;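 active means inhibition above a set limit, near 3 SD of compounds lacking own fluorescence, cut at about 54% in these data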;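 further: plate controls were DMSO wells for no effect and 5 µM unlabelled arrestin peptide for full effect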
#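 Test system: GST-tagged AP2 beta2-adaptin appendage (R879A) on 4 µm glutathione beads; also added: fluorescein-tagged arrestin peptide at 50 nM final; timing: 12 min plus 1 h, RT; signal: flow cytometry, FL1 (488/535 nm); read-out: percent drop in bead-associated FITC signal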
# PKA-R1A activ: activators of PKA-R1A complex. P00514+P68181. PKA-R1A dissociation, Cy5-IP20 fluorescence polarization; scaled: DMSO 0%, 113 µM cGMP 100%. activation, % at 11.4 µM. 0.083% of 340,000 active;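 active means percent activation above the mean of all tested compounds plus 3 SD, cut at about 19% in these data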;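 further: higher means more PKAc released from R1A so a rise in polarization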
# An asterisk follows results filed as active; nt = no result given.
SMILES,Ecoli viability,PfHsp90 yeast 2,Mot1-301 SUMO,MOR-DOR inv ag,phage Ecoli inh,Tat transport,Pemphigus Ab inh,MOR-DOR ag,AddAB inh,Arr AP2 block,PKA-R1A activ
Cc1cc(C)c2nc(C)cc(Nc3ccc(C(=O)NCCO)cc3)c2c1,1.0,3.6,4.6,3.2,0.8,-7.4,106.1,-0.6,1.1,-0.2,-7.0
CC(=O)NC(CCS(C)(=O)=O)C(=O)N1CCc2ccccc21 (centres undefined),0.1,-2.0,0.3,10.3,2.6,-4.5,97.2,-1.8,0.8,4.8,-12.7
CC(C)n1cnc2c(NCc3ccccc3)cc(N[C@H](C)CO)cc21,9.0,-8.5,3.6,-23.0,nt,-6.8,107.3,4.3,7.1,-5.5,5.2
CCCc1c(C(=O)N2CCN(c3ccccc3OC)CC2)cnn1-c1ccccc1,1.8,4.1,17.3,13.0,0.6,4.3,nt,-2.6,-0.7,-1.0,-11.8
COc1ccc(N2CCN(C(=O)CN(c3ccccc3)S(C)(=O)=O)CC2)cc1,2.5,-26.1,211.9,5.1,1.0,-9.6,96.0,-0.9,1.5,8.5,4.1
O=c1oc2ccccc2cc1-c1ccc(O)cc1,-0.2,-5.1,1.1,-8.2,3.2,5.0,99.0,1.6,4.6,41.7,3.3
O=C(O)CNc1nc(Cl)ccc1[N+](=O)[O-],-0.1,-1.7,-5.9,2.9,4.5,-10.5,96.0,-0.5,-1.9,-4.8,5.2
C/C=C(\C)CN1CCC(n2nccc2NC(=O)c2ccc(OC)cc2)CC1,1.4,-8.3,-18.3,22.6,3.3,6.5,95.3,-4.2,0.1,-16.1,11.5
CC(NCCO)C(=O)C12CC3CC(CC(C3)C1)C2 (centres undefined),0.2,nt,135.0,3.8,1.9,-3.2,97.1,-0.7,2.1,7.2,-12.4
COc1cccc(C(=O)Nc2ccc(NC(=O)C(C)C)nc2)c1,2.5,14.8,3.9,17.8,0.2,9.5,77.6,-2.9,0.4,-8.0,-7.3

# Shown with each value named: entries from further up
CC(C)n1cnc2c(NCc3ccccc3)cc(N[C@H](C)CO)cc21
  Ecoli viability: 9.0	PfHsp90 yeast 2: -8.5	Mot1-301 SUMO: 3.6	MOR-DOR inv ag: -23.0	phage Ecoli inh: nt	Tat transport: -6.8	Pemphigus Ab inh: 107.3	MOR-DOR ag: 4.3	AddAB inh: 7.1	Arr AP2 block: -5.5	PKA-R1A activ: 5.2
CCCc1c(C(=O)N2CCN(c3ccccc3OC)CC2)cnn1-c1ccccc1
  Ecoli viability: 1.8	PfHsp90 yeast 2: 4.1	Mot1-301 SUMO: 17.3	MOR-DOR inv ag: 13.0	phage Ecoli inh: 0.6	Tat transport: 4.3	Pemphigus Ab inh: nt	MOR-DOR ag: -2.6	AddAB inh: -0.7	Arr AP2 block: -1.0	PKA-R1A activ: -11.8

# Remaining list, next part.
SMILES,Ecoli viability,PfHsp90 yeast 2,Mot1-301 SUMO,MOR-DOR inv ag,phage Ecoli inh,Tat transport,Pemphigus Ab inh,MOR-DOR ag,AddAB inh,Arr AP2 block,PKA-R1A activ
O=C(CSc1ccccc1)NCCSCc1ccccc1,1.1,-9.0,1.0,12.2,3.1,-5.1,96.7,-2.7,2.1,-24.5,-6.5
Cc1ccc(NC(=O)N2CCCC2C(=O)Nc2ccc3c(c2)OCCO3)cc1 (centres undefined),0.9,-2.4,171.8,7.3,0.9,2.7,107.0,-1.0,3.5,4.6,-5.0
CSc1ncccc1C(=O)OCC(=O)c1ccc(C)s1,1.4,nt,-8.4,12.8,1.9,1.6,92.5,-2.6,0.5,4.8,5.3
CCCCc1cc(=O)oc2c(CN(C)C)c(O)c(Cl)cc12,-1.9,-4.2,24.4,11.2,0.6,-1.4,109.6,-2.0,1.8,3.8,-6.5
Cc1cc2nnc(SCC(=O)N3CCOCC3)n2c2ccccc12,-0.8,5.1,21.3,4.3,0.6,1.9,109.6,-0.9,-0.2,2.0,-6.9
COc1cccc2cc(C(C)N(CCCN3CCOCC3)C(=S)Nc3c(C)cccc3C)oc12 (centres undefined),-0.7,4.4,-9.2,13.9,0.7,1.3,91.2,-2.7,0.0,-4.0,-19.1
CCSc1cc(C)nc2c(-c3ccccc3)c(C)nn12,-1.6,-0.6,2.9,-2.5,2.0,-9.7,96.1,0.5,-2.5,24.9,5.7
O=C(Nc1cc(Cl)ccc1N1CCOCC1)c1ccc(N2CCCCC2)c([N+](=O)[O-])c1,0.1,7.0,3.9,13.1,1.5,0.7,88.4,-2.5,0.3,32.1,-16.2
C=CCNc1sc(C(=O)c2ccccc2)c(N)c1-c1nc2ccccc2s1,3.7,nt,-9.0,5.2,nt,-3.3,95.7,-0.9,1.9,20.8,0.1
CCOC(=O)CC(=O)CSc1nc2c(sc(=S)n2-c2ccccc2)c(=O)[nH]1,-1.3,7.0,138.2,-5.6,2.0,-3.6,103.8,1.1,-0.4,3.8,-1.9
O=C(NCc1cccs1)Nc1ccc2c(c1)OCO2,1.3,nt,-9.8,0.8,-0.3,-3.3,nt,-0.1,2.2,3.9,9.6
Cc1ccc(C(=O)O)cc1NC(=O)C1CCN(S(=O)(=O)c2ccc3c(c2)OCCO3)CC1,0.0,12.0,-9.2,17.4,1.0,-5.1,123.0,-3.3,1.6,-2.2,-6.3
Cc1nc2nc3c(cn2n1)C(=O)CCC3,-3.4,1.2,-5.6,3.8,1.0,1.5,102.4,-0.7,-0.2,-1.3,-12.5
CCOC(=O)C1=C(C)NC(=O)NC1c1ccc(N(CC)CC)cc1 (centres undefined),-3.1,6.6,4.6,9.5,1.4,4.7,96.3,-1.8,0.9,-2.3,-4.2
Cc1ccc(-n2c(SCC(=O)N3c4ccccc4Sc4ccccc43)nnc2-c2ccncc2)cc1,0.8,-9.0,11.3,1.7,0.2,7.4,102.0,-0.3,2.6,2.7,-0.1
COc1ccccc1C(=O)NCC(c1cccs1)N1CCc2ccccc21 (centres undefined),-0.4,-4.8,-9.3,-6.2,3.7,0.0,101.9,1.0,0.2,41.0,1.0
Cc1cc(C)nc(SCc2ccc(C(=O)N/N=C/c3ccncc3)cc2)n1,-0.3,-48.6,5.1,-6.5,2.9,7.9,101.3,1.3,-2.6,34.5,-2.6
O=C(CN1CCN(C(=O)CNC(=O)c2ccc(N3CCCC3=O)cc2)CC1)Nc1ccccc1Cl,0.9,-9.3,-3.6,6.8,0.5,4.3,nt,-1.7,2.2,18.9,-11.2
O=C(COc1ccc(Cl)cc1Br)Nc1ccccc1N1CCCC1,2.0,-21.1,2.8,-19.7,4.6,6.9,106.1,4.0,2.1,-1.5,-3.9
O=C(COc1ccc(Cl)cc1)NCc1nnc(SCC(=O)c2ccccc2)o1,-2.8,-1.9,-3.0,0.2,1.4,0.9,91.3,0.0,1.8,5.7,1.2
COC(=O)C1=C(C(=O)OC)[C@@H]2Nc3ccccc3[C@@]23C[C@@H](C(=O)OC)N(C(=O)c2ccco2)C3=N1,-0.3,11.5,156.5,-6.1,1.7,-0.4,102.7,1.1,3.2,0.9,-4.0
O=C(Nc1ccon1)c1ccc(S(=O)(=O)N2CCOCC2)cc1,1.4,-0.7,0.4,9.7,1.8,0.1,93.1,-2.1,2.0,35.7,8.0
c1ccc(CNCCCNCCCCNCCCNCc2ccccc2)cc1,nt,12.8,nt,17.7,2.5,-1.0,92.0,-3.4,nt,36.1,-6.6
COc1ccc(S(=O)(=O)N(C)CC(=O)NC2CC2)cc1OC,-0.4,-5.7,-1.5,15.4,1.8,0.5,101.9,-3.0,2.3,5.0,4.9
O=C1N=C(N2CCCCC2)S/C1=C\c1ccncc1,-0.5,9.4,-2.0,20.8,1.0,2.1,108.2,-4.2,7.2,-1.5,-2.4
CCO[C@@H]1OC(C(=O)NC2CC2)=C[C@H](c2ccc(C(F)(F)F)cc2)[C@H]1CCCO,1.2,41.2,-16.5,18.4,4.1,5.2,99.6,-3.2,0.5,3.3,-7.2
Cc1ccccc1-n1c(=O)c2ccccc2n(CC(=O)NCc2ccco2)c1=O,0.3,15.8,-1.4,6.6,-0.8,6.7,100.7,-1.2,1.0,-3.6,-1.1
O=C(CN1C(=O)NC2(CCCC2)C1=O)OCc1c(F)cccc1Cl,-0.6,-0.9,122.2,2.9,3.6,5.1,97.9,-0.5,1.6,3.1,-0.5
CCOC(=O)c1cc2ccc(OC)c(OC)c2c(=O)s1,1.9,2.0,-5.9,15.2,-0.2,-7.2,107.4,-3.1,3.7,2.2,-12.6
CSc1ccc(C(=O)C2CCCN(S(=O)(=O)c3c(C)noc3C)C2)cc1 (centres undefined),1.0,40.2,-18.3,-3.0,2.7,-14.1,100.5,0.6,0.9,5.3,-3.9
O=C(O)c1ccc2nc(-c3ccco3)c(-c3ccco3)nc2c1,nt,29.3,nt,-18.8,1.2,-10.8,95.8,4.0,nt,-4.1,-9.4

# Of the compounds above, 8 have an aryl methoxy group.
SMILES,Ecoli viability,PfHsp90 yeast 2,Mot1-301 SUMO,MOR-DOR inv ag,phage Ecoli inh,Tat transport,Pemphigus Ab inh,MOR-DOR ag,AddAB inh,Arr AP2 block,PKA-R1A activ
CCCc1c(C(=O)N2CCN(c3ccccc3OC)CC2)cnn1-c1ccccc1,1.8,4.1,17.3,13.0,0.6,4.3,nt,-2.6,-0.7,-1.0,-11.8
COc1ccc(N2CCN(C(=O)CN(c3ccccc3)S(C)(=O)=O)CC2)cc1,2.5,-26.1,211.9,5.1,1.0,-9.6,96.0,-0.9,1.5,8.5,4.1
C/C=C(\C)CN1CCC(n2nccc2NC(=O)c2ccc(OC)cc2)CC1,1.4,-8.3,-18.3,22.6,3.3,6.5,95.3,-4.2,0.1,-16.1,11.5
COc1cccc(C(=O)Nc2ccc(NC(=O)C(C)C)nc2)c1,2.5,14.8,3.9,17.8,0.2,9.5,77.6,-2.9,0.4,-8.0,-7.3
COc1cccc2cc(C(C)N(CCCN3CCOCC3)C(=S)Nc3c(C)cccc3C)oc12 (centres undefined),-0.7,4.4,-9.2,13.9,0.7,1.3,91.2,-2.7,0.0,-4.0,-19.1
COc1ccccc1C(=O)NCC(c1cccs1)N1CCc2ccccc21 (centres undefined),-0.4,-4.8,-9.3,-6.2,3.7,0.0,101.9,1.0,0.2,41.0,1.0
COc1ccc(S(=O)(=O)N(C)CC(=O)NC2CC2)cc1OC,-0.4,-5.7,-1.5,15.4,1.8,0.5,101.9,-3.0,2.3,5.0,4.9
CCOC(=O)c1cc2ccc(OC)c(OC)c2c(=O)s1,1.9,2.0,-5.9,15.2,-0.2,-7.2,107.4,-3.1,3.7,2.2,-12.6

# Screens as filed in PubChem.

# Random draw from the library; 2.8% or so of the library scored in one or more.
